TLR9-MyD88 block: inhibitors of human TLR9-MyD88 binding. Q9NR96+Q99836. CHO BLA complementation TLR9-MyD88, CCF4 FRET ratio. inhibition, % at 4.98 µM. 340,000 compounds, 0.21% hits. AID 504734;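 active = inhibition above the mean over all tested compounds plus 3 SD, cut at about 21% in these data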;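 note: 0% = DMSO only wells and 100% = clavulanate BLA inhibitor control wells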
TWEAK Fn14 block: TWEAK-Fn14 signaling inhibition. TWEAK-stimulated Fn14 reporter cells, luciferase luminescence, 8 h. inhibition, % at 10 µM. 360,000 compounds, 2% hits. AID 1159606; in the data active = inhibition above about 50%
NR5A2 inv ag: NR5A2 inverse agonism in reporter assay. O00482. HEK293T StAR-luciferase reporter, LRH-1 transfected, 24 h. inhibition, % at 3.6 µM. 360,000 compounds, 0.13% hits;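 active = inhibition above the mean inhibition of all tested compounds plus 3 SD, cut at about 73% in these data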;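 note: 0% = DMSO wells and 100% = reporter-only cells lacking LRH-1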
Target sequence (O00482 whole entry, looked up): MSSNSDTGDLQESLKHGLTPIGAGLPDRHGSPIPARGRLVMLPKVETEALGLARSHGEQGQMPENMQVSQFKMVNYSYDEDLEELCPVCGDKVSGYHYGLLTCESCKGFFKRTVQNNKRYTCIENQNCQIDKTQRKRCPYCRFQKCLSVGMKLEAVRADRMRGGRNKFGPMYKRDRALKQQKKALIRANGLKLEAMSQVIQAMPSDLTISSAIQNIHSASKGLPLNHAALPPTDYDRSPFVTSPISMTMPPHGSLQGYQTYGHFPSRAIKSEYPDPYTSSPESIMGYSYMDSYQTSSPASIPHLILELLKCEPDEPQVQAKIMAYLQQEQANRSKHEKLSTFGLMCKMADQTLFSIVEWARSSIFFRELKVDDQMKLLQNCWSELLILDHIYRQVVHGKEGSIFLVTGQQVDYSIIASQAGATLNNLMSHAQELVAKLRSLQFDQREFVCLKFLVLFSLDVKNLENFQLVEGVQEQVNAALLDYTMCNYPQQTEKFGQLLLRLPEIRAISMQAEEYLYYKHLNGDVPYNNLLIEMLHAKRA
TRAIL sens C8: caspase-8 TRAIL sensitization. NB7+C8 cells + TRAIL, ATPlite viability luminescence. 360,000 compounds, 1% hits. inhibition (viability loss, TRAIL sensitization), % at 10 µM;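 active = compounds causing at least 50% loss of cell viability in the single-dose screen, relative to plate controls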
COUP-TFII inh: inhibitors of human COUP-TFII (NR2F2); HEK293T NGFI-A luciferase reporter, luminescence; inhibition, % at 8.6 µM; 370,000 compounds, 0.7% hits;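 active = inhibition above a per-plate cutoff, mean inhibition of test wells between control levels plus 3 SD, cut at about 38% in these data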;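 note: cells cotransfected with COUP-TFII expression vector driving the NGFI-A reporter; 0% = median of COUP-TF2 test wells and 100% = reporter-only cells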
Target sequence (P24468 whole entry, looked up): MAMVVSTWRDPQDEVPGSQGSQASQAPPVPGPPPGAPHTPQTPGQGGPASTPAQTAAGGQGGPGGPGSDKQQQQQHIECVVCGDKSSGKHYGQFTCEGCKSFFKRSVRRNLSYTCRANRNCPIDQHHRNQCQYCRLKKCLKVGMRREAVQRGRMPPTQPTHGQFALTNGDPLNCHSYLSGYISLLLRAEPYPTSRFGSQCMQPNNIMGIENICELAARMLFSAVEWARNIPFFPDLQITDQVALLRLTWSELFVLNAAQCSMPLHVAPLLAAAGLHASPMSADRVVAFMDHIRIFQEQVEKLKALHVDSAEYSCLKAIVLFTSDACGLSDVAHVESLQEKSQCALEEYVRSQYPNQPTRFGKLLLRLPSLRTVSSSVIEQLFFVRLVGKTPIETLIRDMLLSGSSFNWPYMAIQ
NOD2 RIPK2 PPI: blocks binding of human NOD2 to RIPK2. O43353. CHO BLA complementation NOD2-RIPK2, CCF4 ratio. inhibition, % at 4.98 µM. 360,000 compounds, 0.38% hits; in the data active = inhibition above about 21%;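 note: 0% = vehicle only and 100% = reference blocker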
SRC3 inh: human NCOA3 inhibition; AID 588352; 360,000 compounds, 0.17% hits; HEK293 GAL4-SRC3 luciferase reporter, luminescence; inhibition, % at 3.6 µM; Q9Y6Q9;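 active = inhibition above a per-campaign cutoff, the mean of all compounds plus 3 SD, cut at about 60% in these data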;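 note: 0% = DMSO-treated cells and 100% = gossypol-treated cells at 36 µM; higher means less SRC3-driven luciferase light from the GAL4 reporter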
SRC2 inh: inhibits human steroid receptor coactivator 2 | Q15596 | HEK293 GAL4-SRC2 luciferase reporter, luminescence | inhibition, % at 9 µM | 370,000 compounds, 0.17% hits | AID 651957;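 active = inhibition above the mean inhibition of all tested compounds plus 3 SD, set per campaign, cut at about 52% in these data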;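 note: 0% = DMSO treated cells and 100% = cells given Gossypol at 36 µM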
TROY signal inh: blocks TROY-dependent signaling in reporter cells; inhibition, % at 10 µM; 360,000 compounds, 0.98% hits; Q293 LMP1-TROYcd NF-kB luciferase reporter, 4 h; AID 1347056;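 active = compounds whose plate-normalised and pattern-corrected inhibition of the luciferase reporter signal at the single screening dose is 50% or more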
LMP1 NFkB inh: Epstein-Barr LMP1 NF-kappaB reporter inhibition | LMP1-induced NF-kappaB luciferase reporter cells, luminescence | inhibition, % at 12.5 µM | 350,000 compounds, 0.69% hits; in the data active = inhibition above about 41%;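 note: 0% = neutral control wells and 100% = reference inhibitor control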
SRC1 inh: inhibitors of human steroid receptor coactivator 1 (SRC1). inhibition, % at 3.6 µM. Q15788. 360,000 compounds, 0.12% hits. HEK293 GAL4-SRC1 luciferase reporter, luminescence;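 active = inhibition above the campaign mean plus 3 SD, with each screening campaign given its own cutoff, cut at about 60% in these data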;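 note: 0% = DMSO treated cells and 100% = gossypol at 36 µM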
An asterisk follows results filed as active; / = no result given.

SMILES | TLR9-MyD88 block | TWEAK Fn14 block | NR5A2 inv ag | TRAIL sens C8 | COUP-TFII inh | NOD2 RIPK2 PPI | SRC3 inh | SRC2 inh | TROY signal inh | LMP1 NFkB inh | SRC1 inh
COc1ccc(-c2nc3c(c(SCC(=O)N4CCOCC4)n2)COC(C)(C)C3)cc1 | 8 | -3 | 14 | 6 | 3 | -23 | 8 | -32 | 8 | -5 | 4
COc1cc(OC)c(C(=O)NCCCn2ccnc2)cc1OC | -3 | -4 | 0 | 1 | 0 | -3 | 18 | 0 | 12 | 0 | 2
Cc1ccccc1OCC(O)Cn1c(NCc2ccco2)nc2c1c(=O)n(C)c(=O)n2C (stereo unspecified) | 1 | -3 | -4 | 1 | 8 | -6 | -2 | -16 | -4 | 0 | 12
C=CCOc1ccc(C2OC34CCCCC3C(C#N)(C#N)C2(C#N)C(=N)O4)cc1 (stereo unspecified) | 4 | -6 | 1 | -17 | / | 7 | 6 | / | -31 | 2 | -5
O=C(Nc1ccc(F)cc1)C(c1ccccc1)N1CCN(c2ccncc2)CC1 (stereo unspecified) | / | / | 16 | -10 | -11 | -10 | / | -13 | / | / | /
O=C(Nc1cc([N+](=O)[O-])ccc1N1CCCC1)c1ccccc1 | 0 | -3 | -12 | 15 | 19 | -8 | 16 | -2 | -10 | 1 | 2
CSc1nnc(NC(=O)c2nc(S(=O)(=O)Cc3ccccc3)ncc2Cl)s1 | -6 | 98* | -22 | 82* | -2 | 6 | 5 | 7 | 26 | 8 | -60
CCN(CC)c1ccc2c(c1)oc(=O)c1c(Cl)cc(=O)oc12 | 50* | 76* | -57 | 70* | / | 62* | -4 | / | -44 | -12 | -43
CCN1CC(C)(C)N(C(=O)c2ccccc2)CC1(C)C | 2 | -11 | 5 | -6 | 2 | -12 | 2 | 22 | 0 | -2 | -4
CCOC(=O)[C@@H]1[C@H]2COc3cc(OC)ccc3[C@@H]2N2C(=O)N(c3ccccc3)C(=O)[C@@]12C | -4 | 7 | -7 | 6 | -28 | -6 | -9 | -16 | -8 | 1 | 5
COc1ccc(OC)c(C2CC(=O)N3CN(c4cccc(Cl)c4C)CSC3=C2C#N)c1 (stereo unspecified) | -9 | 12 | 3 | 10 | -12 | 3 | -8 | -2 | 10 | 1 | -16
O=C(c1ccccc1Cl)N(Cc1ccc(Br)cc1)N1C(=O)CCCC1=O | 5 | -9 | 1 | -11 | 7 | -4 | 14 | 14 | 9 | -12 | -4
Cc1ccc2nc(C3CCN(C(=O)c4ccco4)CC3)[nH]c2c1 | 2 | 14 | 6 | -8 | 10 | -5 | 0 | -14 | 13 | -2 | 11
O=C(/C=C/c1ccc(Cl)cc1)NCCSc1ccccc1 | -11 | -8 | -4 | -4 | -15 | 5 | 7 | 3 | -52 | 7 | 9
Cc1nc(-c2cn[nH]c2)c2cc(C)oc2n1 | -2 | -6 | 1 | 3 | -9 | -5 | -10 | -12 | 1 | 0 | -5
Cc1ccc(N(CC(=O)Nc2ccccc2-c2ccccc2)S(=O)(=O)c2ccccc2)cc1 | -7 | 30 | 2 | -3 | 24 | 12 | -5 | 2 | 9 | -5 | 0
COc1ccc(NC(=S)N2CCN(S(=O)(=O)c3ccc(F)cc3)CC2)cc1 | -19 | 14 | -19 | 1 | 4 | -4 | 16 | -16 | -11 | -3 | -19
Fc1ccccc1CNC(=S)NC1CCCCC1 | 1 | 5 | -23 | 6 | -14 | -2 | -11 | -1 | -20 | 30 | -4
O=C(NC12CC3CC(CC(C3)C1)C2)c1ccco1 | -8 | 10 | 4 | 6 | 12 | 5 | 5 | 0 | -3 | 5 | -19
COc1ccc(NC(=O)C2CC(=O)N(C)C(=Nc3ccc4c(c3)OCO4)S2)cc1 (stereo unspecified) | -6 | 6 | -2 | -9 | 3 | 0 | 24 | 3 | -7 | 0 | -10
O=C(Nc1cnn(Cc2ccc(F)cc2)c1)c1cc2nc(-c3ccco3)cc(C(F)(F)F)n2n1 | -9 | -5 | 14 | 16 | 2 | 4 | -21 | -8 | -2 | 5 | 11
COc1ccc(N2CC(C(=O)Nc3cc(C)ccn3)CC2=O)cc1 (stereo unspecified) | 6 | 4 | -4 | 2 | 19 | 3 | -40 | 20 | -4 | 3 | 0
CCOC(=O)[C@]12CCCC=C1N(CCC1=CCCCC1)C(=O)[C@H](CC(=O)N1CCCC1)C2 | / | / | 21 | -21 | 10 | 10 | / | 5 | / | / | /
O=C(CSc1nc2[nH]ncc2c(=O)n1-c1ccccc1Br)NCc1ccco1 | -1 | 5 | -13 | 2 | -4 | -7 | -5 | -3 | 12 | -15 | 5
O=c1c2ccccc2nnn1Cc1cccc2ccccc12 | -5 | -41 | 6 | -5 | 0 | -2 | -1 | 3 | -6 | 6 | -44
CCSc1nnc(NC(=O)[C@@H](NC(=O)c2cccc(C)c2)C(C)C)s1 | 11 | 21 | 8 | 1 | -9 | -6 | 7 | -2 | 5 | 9 | -4
CN1CCN(C(=O)c2ccc3c(c2)S(=O)(=O)c2ccccc2C3=O)CC1 | 1 | 16 | -13 | -11 | -21 | -20 | -11 | -15 | -8 | -3 | 6
Cc1ccc(O)c(/C=N/NC(=O)CN2CCCC2)c1 | -3 | -13 | 1 | -20 | -8 | 4 | 26 | 10 | 7 | 6 | 15
O=C(NC(=S)NNC(=O)c1ccccc1O)c1ccc([N+](=O)[O-])cc1 | 0 | 16 | -4 | 17 | 1 | -4 | 2 | -33 | -3 | 11 | -31
O=C(CCCC(=O)N(c1ccc(F)cc1)C(C(=O)NC1CCCC1)c1ccc(O)cc1)Nc1ccccn1 (stereo unspecified) | -1 | 14 | 12 | 0 | -3 | 3 | 18 | -7 | 17 | -3 | 6
COC(=O)c1sccc1NS(=O)(=O)c1ccc(OC)cc1 | 4 | 14 | -4 | 21 | 8 | -3 | 1 | 0 | 14 | -3 | 3
COC(=O)c1cccc(NC(=O)/C=C/c2ccc3c(c2)OCO3)c1 | 9 | 38 | -33 | 85* | -21 | 3 | 3 | -18 | 18 | 33 | -46
CCO[C@@H]1OC(C(N)=O)=C[C@H](C2CC2)[C@H]1CCCO | -1 | 3 | -1 | 0 | 6 | -5 | 4 | -7 | -3 | 0 | 9
O=C(CCC(=O)OCC(=O)c1ccccc1)Nc1cccc(Cl)c1 | -2 | -2 | -13 | 2 | -16 | 0 | 14 | -6 | -12 | 1 | -2
O=C(CCS(=O)(=O)c1ccccc1)Nc1cccc2c1C(=O)NC2=O | -6 | -27 | -7 | -11 | 18 | 1 | 11 | -5 | -20 | 1 | 2
COc1ccc(NS(=O)(=O)c2cc(NC(=O)c3ccncc3)ccc2N2CCOCC2)cc1 | 5 | -7 | -11 | -6 | 10 | -13 | -15 | 11 | -2 | -3 | -20
CCC(NC(=O)Nc1ccc(O)cc1)(C(F)(F)F)C(F)(F)F | 6 | 4 | 28 | -15 | -3 | -2 | 4 | -3 | -3 | -5 | 1
O=S(=O)(Nc1ccccc1)c1ccc(Oc2ncc(C(F)(F)F)cc2Cl)cc1 | 3 | 8 | 19 | 6 | 0 | 3 | 12 | 3 | 17 | 1 | 4
CC[C@@H]1C/C=C\Cc2ccccc2[C@@H](C(=O)C[C@H](O)CC(C)=O)OC1=O | -1 | 4 | 11 | -10 | -5 | -11 | 1 | 14 | -54 | -8 | 3
CCCOC(=O)C1=C(C)NC2=C(C(=O)CCC2)C1c1cccs1 (stereo unspecified) | 5 | 17 | -24 | 0 | 21 | -4 | -59 | 20 | -7 | 3 | 2

Continued, overlapping the part above by 2 compounds.
SMILES | TLR9-MyD88 block | TWEAK Fn14 block | NR5A2 inv ag | TRAIL sens C8 | COUP-TFII inh | NOD2 RIPK2 PPI | SRC3 inh | SRC2 inh | TROY signal inh | LMP1 NFkB inh | SRC1 inh
CC[C@@H]1C/C=C\Cc2ccccc2[C@@H](C(=O)C[C@H](O)CC(C)=O)OC1=O | -1 | 4 | 11 | -10 | -5 | -11 | 1 | 14 | -54 | -8 | 3
CCCOC(=O)C1=C(C)NC2=C(C(=O)CCC2)C1c1cccs1 (stereo unspecified) | 5 | 17 | -24 | 0 | 21 | -4 | -59 | 20 | -7 | 3 | 2
O=C(NCCC(=O)N1CCCCCCC1)c1ccc(Br)cc1 | -5 | -4 | -20 | 2 | 6 | -7 | -20 | 9 | -15 | -3 | -20
COc1cccc(NC(=O)NCCCCc2ccccc2)c1 | 5 | -15 | -32 | 22 | -4 | -4 | -40 | -16 | -10 | -5 | -17
COc1nc2ccccc2nc1CCC(=O)O | -4 | 7 | -12 | -4 | -18 | 8 | -11 | -33 | 5 | -2 | -7
N#CNc1nc(O)cc(=O)[nH]1 | 4 | 17 | 14 | 7 | / | -1 | 6 | / | -17 | -3 | -3
O=C(CCn1c(=S)oc2ccccc21)NC1CCCCCC1 | -3 | 12 | -5 | -3 | -5 | -8 | 15 | -44 | -7 | 2 | 5
C=CCNC(=S)NCCCCC1NC(=S)N(CC=C)C1=O (stereo unspecified) | 9 | 1 | 16 | -12 | -7 | -8 | 8 | 3 | 6 | -12 | 6
COCCCNC(CC(=O)Nc1ccc(OC)cc1OC)C(=O)O (stereo unspecified) | -7 | -21 | -11 | 13 | -6 | 1 | 2 | 1 | -19 | -4 | 13
O=c1nc(N/N=C/c2ccccn2)cn[nH]1 | -2 | -22 | -48 | 38 | -61 | 1 | 1 | -7 | -10 | 1 | 1
Clc1cccc(-c2ccc3ncnc(NCc4cccs4)c3c2)c1 | -2 | 10 | -15 | 15 | -3 | 11 | 11 | 20 | 28 | -2 | -2
O=[N+]([O-])c1ccc(CCNc2cccc3ccccc23)c([N+](=O)[O-])c1 | 8 | 11 | 27 | 0 | -6 | 8 | 5 | -20 | 29 | 4 | 14
COc1ccccc1NC(=O)CN1C(=O)COc2ccc(C)cc21 | 5 | -1 | -2 | -2 | 5 | 7 | -10 | 15 | 16 | 11 | 3
CNC(=O)COC(=O)CCC(=O)c1ccc(Cl)cc1 | 1 | 6 | 8 | -9 | 16 | -2 | 21 | -20 | -11 | -1 | 6
CC(C)(C)NS(=O)(=O)c1ccc(/C=C/C(=O)O)cc1 | 0 | -6 | 10 | -2 | -3 | -1 | -10 | -15 | 11 | -4 | 7
COCCN(C(=O)COC(=O)/C=C/c1cccc(OC)c1)c1c(N)n(CC(C)C)c(=O)[nH]c1=O | 6 | 4 | -6 | 5 | 3 | -11 | -25 | 4 | -10 | 3 | -8
OCCNc1ncnc2c1cnn2Cc1ccccc1 | 3 | -1 | 7 | 5 | 3 | -4 | 13 | -4 | -23 | -13 | 10
CCSc1nnc(SCC(=O)Nc2cc(C)on2)s1 | -10 | -6 | 5 | -3 | 4 | -4 | 10 | 17 | 6 | 3 | -16
COc1ccccc1NC(=S)N1CCOCC1 | -6 | -9 | 4 | 7 | 13 | -3 | -10 | 4 | 10 | -8 | 12
COc1cc(CNCCCO)ccc1OCC(=O)NC(C)(C)C | -1 | -1 | 15 | 4 | 4 | 7 | 1 | -8 | 6 | -6 | 16
CCOc1ccc(Nc2ncnc3c2cnn3Cc2ccccc2)cc1 | -3 | 0 | -2 | 2 | -17 | -1 | 0 | 6 | 14 | 1 | 8
O=C(O)c1cc2cc(Cl)ccc2[nH]1 | 4 | 4 | 5 | 1 | -10 | -11 | 3 | 4 | -3 | 2 | -26
COC(C[C@H]1O[C@H]1C(=O)COCc1ccccc1)OC | -3 | 2 | -6 | -5 | -13 | -2 | -8 | 11 | -10 | 1 | 4

An excerpt; rates above refer to the full screens.
